TDP1 inh: blocks human tyrosyl-DNA phosphodiesterase 1 | recombinant TDP1, AlphaScreen DNA substrate cleavage | Potency, µM (series often up to 130 µM), without a hit: top-dose activity change, negative = inhibition, usual class: inhibitors | 350,000 tested, 0.28% active | AID 485290; note: nearly all actives have a fitted effect of over 40% in size
Target sequence (Q9NUW8 whole entry, looked up): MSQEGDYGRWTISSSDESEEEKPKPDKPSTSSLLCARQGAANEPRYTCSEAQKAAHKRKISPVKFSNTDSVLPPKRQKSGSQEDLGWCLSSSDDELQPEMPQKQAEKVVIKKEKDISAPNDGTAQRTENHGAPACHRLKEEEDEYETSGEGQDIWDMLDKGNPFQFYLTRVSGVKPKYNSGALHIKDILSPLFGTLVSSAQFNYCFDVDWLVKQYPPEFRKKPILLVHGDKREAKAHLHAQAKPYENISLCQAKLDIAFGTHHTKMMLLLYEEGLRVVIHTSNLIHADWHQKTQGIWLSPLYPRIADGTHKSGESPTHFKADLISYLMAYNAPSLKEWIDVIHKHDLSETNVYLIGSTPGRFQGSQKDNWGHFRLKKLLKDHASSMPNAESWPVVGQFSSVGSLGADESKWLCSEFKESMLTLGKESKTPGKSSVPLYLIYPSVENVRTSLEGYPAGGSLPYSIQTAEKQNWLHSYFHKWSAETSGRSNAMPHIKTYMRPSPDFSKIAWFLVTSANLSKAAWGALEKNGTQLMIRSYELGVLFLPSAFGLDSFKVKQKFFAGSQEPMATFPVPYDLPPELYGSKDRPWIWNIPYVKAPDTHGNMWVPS
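Compounds were preincubated with Tdp1 (1 nM final) for 15 min at room temperature before substrate (15 nM final) started a 5 min reaction; beads (10 ug/ml final) were then added for 10 min before AlphaScreen detection.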
FEN1 inh: blocks human flap endonuclease 1. 390,000 tested, 0.35% active. Potency, µM (series often up to 114 µM), without a hit: top-dose activity change, negative = inhibition, actives largely listed as inhibitors. Recombinant FEN1 flap cleavage, fluorescence, 15 min; note: nearly all actives have a fitted effect of over 65% in size
Target sequence (P39748 whole entry, looked up): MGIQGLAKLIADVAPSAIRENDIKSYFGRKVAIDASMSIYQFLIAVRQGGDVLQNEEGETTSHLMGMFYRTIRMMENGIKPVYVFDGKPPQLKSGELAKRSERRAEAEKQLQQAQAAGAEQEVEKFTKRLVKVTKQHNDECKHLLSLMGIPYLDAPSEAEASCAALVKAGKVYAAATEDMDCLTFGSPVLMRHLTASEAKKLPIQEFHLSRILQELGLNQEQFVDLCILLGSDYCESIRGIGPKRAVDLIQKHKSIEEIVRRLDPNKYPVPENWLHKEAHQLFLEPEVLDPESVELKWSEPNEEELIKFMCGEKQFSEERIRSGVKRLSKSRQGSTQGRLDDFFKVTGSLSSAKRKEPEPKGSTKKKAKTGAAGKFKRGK
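FEN1 at 10 nM, compound pretreatment for 15 min (room temperature), 50 nM final substrate to initiate; endpoint reads at 0 and 15 min; DMSO-only plates used as vehicle background.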
N370S GC: inhibitors or activators of N370S glucocerebrosidase for Gaucher disease; Potency, µM (top dose mostly 59.4 µM), without a hit: top-dose activity change, negative = inhibition, most hits filed as inhibitors; P04062; 330,000 tested, 0.092% active; N370S GC spleen homogenate, 4MU-glucoside fluorescence; AID 2101;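 note: 0% = full enzyme activity and -100% = no enzyme basal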
* hit, by the source's call; ? = inconclusive; nt = not tested or not shown; & = joins results of further samples; [ ] = dose if it differs, or a comment. Calls come from the whole dose curve; as a rule, active = well fitted curve in the direction sought with a large enough effect; inconclusive = small, poorly fitted or top-dose-only effect, or another doubt; inactive = no such curve, though single readings can be large; an effect the other way counts as inactive or inconclusive. Unless noted, % is set by controls: 0 for no effect and ±100 for the full control effect; potency is the fitted concentration of half-maximal effect.

SMILES	TDP1 inh	FEN1 inh	N370S GC
COc1ccc(-c2csc(-c3c(N)c(C(=O)c4ccccc4)n4ccccc34)n2)cc1OC	5%	7%	nt
Cc1cc(-c2n[nH]c(=S)n2/N=C/c2sccc2C)n[nH]1	8%	10%	3%
Nc1cc(S(=O)(=O)N2CCCCC2)ccc1Oc1ccccc1	11%	-16%	20%
Cc1ccc(SC(C)C(=O)N2CCC(C(N)=O)CC2)cc1 (configuration not stated)	1%	0%	2%
COc1ccc(OC)c(C(C)NC(=O)Nc2cccc(C(C)=O)c2)c1 (configuration not stated)	2%	16%	11%
CC(=O)Nc1ccc(S(=O)(=O)NCCSCc2ccccc2Cl)cc1	3%	-8%	0%
COc1ccccc1CNC(=O)COc1ccc(S(=O)(=O)N2CCOCC2)cc1C	3%[0.0935 µM]	-2%	-8%
COc1ccc(CC(=O)c2ccc(O)cc2O)cc1	-6%[56.1 µM]	20%	-16%&-2%
COc1ccc2cc3cc(C(=O)Nc4ccc5c(c4)OCO5)oc3nc2c1	-1%	-1%	3%
O=C(/C=C/c1ccccc1Cl)c1ccccc(=O)c1O	11%	-1%	-18%
Cc1cccc(NC(=S)NC(=O)c2cc(-c3ccccc3)nc3ccccc23)c1	7%	-13%	1%
C[C@@]12C(=O)Nc3cc(F)ccc3C(=O)N1[C@H]1c3ccccc3OC[C@@H]1[C@@H]2c1ccccc1	1%	-9%	28%
Cc1nc2nc(SCC(=O)N3CCOCC3)nn2c(C)c1Cc1ccccc1	7%	-1%	-2%
O=C(/C=N/O)NCc1cccnc1	1%	5%	0%
Cc1cc(C(=O)NCCCC(=O)O)c(C)o1	2%	12%	-1%
COc1ccc(-c2csc(Nc3ccccc3)n2)cc1	3%	1%	-10%
CN(Cc1ccco1)c1ncnc2ccc(-c3ccoc3)cc12	1%	-22%	-9%&5%
Cc1nc(CC(=O)Nc2ccc(N(C)C)cc2)cs1	0%	-10%	nt
S=c1[nH]nc(-c2ccc(Cl)cc2Cl)n1-c1ccc2c(c1)OCCO2	4%	6%	-5%
O=[N+]([O-])c1cc([N+](=O)[O-])c(Oc2ccccc2F)cc1NN1CCCCC1	nt	-22%	-13%
Cc1ccc(-n2c(SCC(=O)Nc3cccc(Cl)c3)nc3n[nH]c(C)c3c2=N)cc1	-5%	-3%	nt
CC#CCCCC(=O)Nc1cccc(C(=O)O)c1	-12%	-11%	-24%
CN(Cc1ccccc1)c1nc2c(c(=O)[nH]c(=O)n2C)n1Cc1ccccc1	-5%	9%	12%
Cc1ccc(NC(=O)N2CCN(C/C=C/c3ccccc3)CC2)cc1	6%	0%	18%
O=C(O)C1CC(CCCP(=O)(O)O)CCN1 (configuration not stated)	5%	nt	3%

Random excerpt: two entries already listed
SMILES	TDP1 inh	FEN1 inh	N370S GC
Cc1cccc(NC(=S)NC(=O)c2cc(-c3ccccc3)nc3ccccc23)c1	7%	-13%	1%
CN(Cc1ccco1)c1ncnc2ccc(-c3ccoc3)cc12	1%	-22%	-9%&5%

19 compounds already listed, ordered by SMILES length, smallest number first:
SMILES	TDP1 inh	FEN1 inh	N370S GC
O=C(/C=N/O)NCc1cccnc1	1%	5%	0%
Cc1cc(C(=O)NCCCC(=O)O)c(C)o1	2%	12%	-1%
CC#CCCCC(=O)Nc1cccc(C(=O)O)c1	-12%	-11%	-24%
COc1ccc(CC(=O)c2ccc(O)cc2O)cc1	-6%[56.1 µM]	20%	-16%&-2%
COc1ccc(-c2csc(Nc3ccccc3)n2)cc1	3%	1%	-10%
Cc1nc(CC(=O)Nc2ccc(N(C)C)cc2)cs1	0%	-10%	nt
O=C(/C=C/c1ccccc1Cl)c1ccccc(=O)c1O	11%	-1%	-18%
CN(Cc1ccco1)c1ncnc2ccc(-c3ccoc3)cc12	1%	-22%	-9%&5%
Nc1cc(S(=O)(=O)N2CCCCC2)ccc1Oc1ccccc1	11%	-16%	20%
Cc1ccc(NC(=O)N2CCN(C/C=C/c3ccccc3)CC2)cc1	6%	0%	18%
Cc1nc2nc(SCC(=O)N3CCOCC3)nn2c(C)c1Cc1ccccc1	7%	-1%	-2%
COc1ccc2cc3cc(C(=O)Nc4ccc5c(c4)OCO5)oc3nc2c1	-1%	-1%	3%
S=c1[nH]nc(-c2ccc(Cl)cc2Cl)n1-c1ccc2c(c1)OCCO2	4%	6%	-5%
COc1ccccc1CNC(=O)COc1ccc(S(=O)(=O)N2CCOCC2)cc1C	3%[0.0935 µM]	-2%	-8%
Cc1cccc(NC(=S)NC(=O)c2cc(-c3ccccc3)nc3ccccc23)c1	7%	-13%	1%
CN(Cc1ccccc1)c1nc2c(c(=O)[nH]c(=O)n2C)n1Cc1ccccc1	-5%	9%	12%
O=[N+]([O-])c1cc([N+](=O)[O-])c(Oc2ccccc2F)cc1NN1CCCCC1	nt	-22%	-13%
COc1ccc(-c2csc(-c3c(N)c(C(=O)c4ccccc4)n4ccccc34)n2)cc1OC	5%	7%	nt
C[C@@]12C(=O)Nc3cc(F)ccc3C(=O)N1[C@H]1c3ccccc3OC[C@@H]1[C@@H]2c1ccccc1	1%	-9%	28%

Going on with the list:
SMILES	TDP1 inh	FEN1 inh	N370S GC
O=C(CCl)Nc1ccc(N2CCCCCC2)cc1	-3%	2%	0%
O=C(O)CCCC(=O)N1CCN(C(c2ccccc2)c2ccccc2)CC1	3%	5%	3%
O=C(O)c1ccnc(SCC(=O)c2ccccc2)c1	1%	3%	-16%
CC[C@@H](C)CN1C(=O)N[C@@H](c2ccccc2)C(C(=O)OC)=C1C	-3%[12.3 µM]	nt	8%[12.8 µM]
O=C(Cn1c(=O)n(Cc2ccco2)c(=O)c2c3c(sc21)CCCCC3)Nc1ccccc1	nt	?	-5%
CC1CCN(C(=O)Cn2nnc(-c3ccc(C(C)C)cc3)n2)CC1	nt	-4%	0%
O=C(COc1cccnc1[N+](=O)[O-])Nc1ccc(F)cc1	-1%	-14%	nt
O=C(O)c1cccc(NC(=S)N/N=C/c2ccccn2)c1	2%	25%	-8%
O=S(=O)(Cc1ccccc1Cl)NCc1ccccc1	1%	3%	-9%
Cc1c(C)c2c(c(C)c1O)CCC(C)(COc1ccc(Cc3sc(=O)[nH]c3O)cc1)O2 (configuration not stated)	18%	nt	-11%
Cn1c(=O)c2c(nc(NCc3ccco3)n2CCc2ccccc2)n(C)c1=O	-4%	-5%	-4%
CC(=O)Nc1ccc(S(=O)(=O)Nc2nccs2)cc1	6%	18%	6%
COc1ccc(/C=N/NC(=O)c2ccc3nc[nH]c3c2)c(OC)c1	2%	-9%	-6%
COc1ccccc1CCC(=O)OCC(=O)NCc1ccc(OC)c(OC)c1	-1%	0%	nt
O=S(=O)(Nc1ccc(S(=O)(=O)Nc2ncccn2)cc1)c1ccccc1	nt	2%	5%
CCn1c(C(=O)Nc2c(C)cccc2C)cc2sc(Cl)cc21	0%	-14%	nt
Cc1nc(N)[nH]c(=O)c1Oc1cccc(C(F)(F)F)c1	9%	-5%	3%
Cc1c(CCOC(=O)c2ccccc2)sc[n+]1Cc1ccccc1	10%	6%	-2%
NC(=O)CSc1nc2ccccc2c(=O)n1-c1ccccc1	nt	0%	-7%
COc1cccc(OCC(=O)O/N=C(\N)c2ccc(OC)c(OC)c2)c1	-8%	-16%	17%
N#CC1(Nc2ccccc2)C(=O)Nc2ccccc21 (configuration not stated)	3%	-3%	0%
Cn1c(=O)n(C)c2cc(S(=O)(=O)Nc3ccccc3O)ccc21	-9%	-6%	3%
COc1ccc(C(=O)N2CCOCC2)cc1S(=O)(=O)N1CCCc2ccccc21	-1%	-20%	2%
Cc1cccc(Cn2c(Sc3nc(C)cs3)nc3c2c(=O)[nH]c(=O)n3C)c1	5%	3%	14%
CCC(=O)NCc1ccc(-c2nc3ncccc3o2)cc1	-1%	-5%	-8%
Going on with the list.
SMILES	TDP1 inh	FEN1 inh	N370S GC
COc1ccc2c(c1)c(=O)oc1cc(OCC(=O)N3CCc4ccccc4C3)ccc12	13µM*	-9%	3%
Cc1nc(C(=O)Nc2cccc(Cl)c2)nn1-c1cc(OC(C)C)c(Cl)cc1Cl	-3%	-1%	-15%
Cc1ccc(N(Cc2ccccc2)C(=O)c2cccc(S(=O)(=O)N3CC(C)OC(C)C3)c2)cc1 (configuration not stated)	0%[0.505 µM]	-21%	-5%
CC(=O)N1c2ccccc2NC2=C(C(=O)CCC2)C1c1ccco1 (configuration not stated)	3%	1%	2%
COc1ccc2cc(C(c3nnnn3C(C)(C)C)N3CCc4ccccc4C3)c(=O)[nH]c2c1 (configuration not stated)	5%	nt	14%
COc1ccc(/C=c2\s/c(=C(/C#N)C(=O)NCc3ccco3)n(-c3ccccc3)c2=O)cc1	3%	0%	0%
COc1ccc(-c2ccc(SCC(=O)NCC3CCCO3)nn2)cc1OC (configuration not stated)	7%	5%	5%
Nc1ccccc1C(=O)NNc1c2ccccc2nc2ccccc12	12%	?	?
Cc1cccc2cc(COC(=O)c3ccccn3)c(=O)[nH]c12	-6%	-3%	3%
COc1ccc(Br)cc1/C=N/NC(=O)CNC(=O)c1cccnc1	1%	7%	1%
CCCC(=O)Nc1nn(CC)c2nc3ccc(C)cc3cc12	nt	3%	0%
O=P(O)(O)c1ccccc1OCCCCCOc1ccccc1P(=O)(O)O	0%	18%	-11%
COC(=O)C1=C(C)NC(C)=C(C(=O)OC)C1C(=O)OCc1nc2cc(C(=O)OC)ccc2c(=O)[nH]1	nt	-2%	-6%
C[C@@H](C(=O)Nc1ccc(OC(F)F)c(Cl)c1)N1C(=O)C2CC=CCC2C1=O (some centres not stated)	0%	-2%	nt
COc1ccc2cc(C(=O)N/N=C/c3sc4ccccc4c3O)ccc2c1	8%	-2%	-3%
Cc1nc2c(Br)cc(Br)cc2cc1O	-1%	1%	nt
C=CCC(C(=O)c1ccccc1)[N+](C)(C)CC=C (configuration not stated)	5%	0%	-3%
COc1ccccc1CCNC(=O)Cc1c(C)c2c(O)cc(C)cc2oc1=O	5%	4%	nt
Cc1cccc(CCNC(=O)C2CCC(CNc3c(N4CCCC4)c(=O)c3=O)CC2)c1 (configuration not stated)	1%	3%	8%
CC(OC(=O)CCCSc1nc2ccccc2s1)C(=O)NC(N)=O (configuration not stated)	4%	0%	7%
CC(C)(C)NC(=O)c1cc([N+](=O)[O-])ccc1N1CCCCC1	6%	-11%	-3%
CS(=O)(=O)Nc1ccc(C(=O)Nc2ccc(S(=O)(=O)Nc3nccs3)cc2)cc1	3%	-4%	-7%
O=C(NCC(=O)N1CCN(Cc2c(F)cccc2Cl)CC1)c1cccc(Cl)c1	-4%	-3%	1%
COc1ccc(N2CCN(C(=O)c3c(C)oc4nc(C)nc(N5CCCC5)c34)CC2)cc1	6%	-1%	nt
Cc1ccc(C)c(NC(=O)Cn2c(SCC(=O)NCc3ccccc3)nc3ccccc32)c1	1%	-5%	nt
The list continues.
SMILES	TDP1 inh	FEN1 inh	N370S GC
COc1ccc(-n2ccc(=O)c(C(=O)Nc3ccc(S(=O)(=O)Nc4nccs4)cc3)n2)cc1	-14%	11%	-1%
COc1ccc(NC(=O)CCCn2c(=O)c3sccc3n(Cc3cccc(C)c3)c2=O)cc1	-2%	10%	5%
Cc1cc(C)n(-c2ccc(Cl)c(C(=O)OCC(=O)N3CCCCC3C)n2)n1 (configuration not stated)	4%	-4%	2%
COc1ccc(S(=O)(=O)NCCSCc2ccc(Cl)cc2)cc1NC(C)=O	0%	3%	23%
CCOc1ccc(C(=O)NC(C(=O)N2CCC2)C(C)C)cc1 (configuration not stated)	-11%	3%	-1%
Cc1ccccc1-c1nc(CS(=O)(=O)CC(=O)NCCCN2CC(C)CC(C)C2)c(C)o1 (configuration not stated)	4%	-7%	-9%
COc1ccc(NC(=O)Cn2cc(C(=O)C3CC3)c3ccccc32)cc1	3%&3%	-5%&-3%	-1%
Cc1cc(-c2nnc(SCCC(=O)Nc3ccccc3)o2)no1	3%	4%	-5%
Cc1cccc(C)c1NC(=O)CNC(=O)c1ccncc1	1%	18%	-1%
Cn1c(-c2ccc(N)cc2)nc2ccccc21	-1%&2%	-9%&12%	?
COc1ccc(S(=O)(=O)Nc2ccc(F)c(F)c2)cc1C(=O)N1CCOCC1	2%	0%	1%
Cc1ccc2oc3c(c(=O)c2c1)C(c1ccc(F)cc1)N(Cc1ccc2c(c1)OCO2)C3=O (configuration not stated)	-2%	20%	nt
Cc1ccc(OCc2cc(C(=O)N(C)Cc3cnn(-c4ccccc4C)c3)no2)cn1	4%	0%	-2%
Cc1ccc(S(=O)(=O)Cc2ccc(C(=O)NCCCN3CCCC3=O)o2)cc1	2%	11%	-1%
O=C(CSc1n[nH]c(-c2ccccc2Br)n1)NC(=O)NCc1ccco1	9%	-5%	10%
COc1ccc(CNC(=O)CNS(=O)(=O)c2cccs2)cc1	0%	5%	-3%
COc1cc2c(cc1OC)C(C1C(=O)CC(C)CC1=O)N(C(=O)CCl)CC2 (configuration not stated)	3%	1%	-5%
O=C(NNS(=O)(=O)c1ccc(F)cc1)C1CCN(Cc2cccc(F)c2)CC1	0%	10%	-8%
CCOC(=O)c1ccc(-n2c(-c3ccc(C)cc3)c(C)n3c4c(=O)n(C)c(=O)n(C)c4nc23)cc1	-1%	21%	nt
Cc1ccc(S(=O)(=O)N2CCC(C(=O)Nc3nnc(C4CCCC4)s3)CC2)cc1	0%	-2%	7%
COC(=O)Cc1[nH]nc2c1C(c1c[nH]c3ccccc13)C(C#N)=C(N)O2 (configuration not stated)	5%	1%	-3%
